Source: PubChem BioAssay
GLP1R ag: GLP-1 receptor (human) agonism. Potency, µM (highest dose often 45.6 µM), for inactives: at the top dose activation, hits mostly activators. actives 0.007% (n = 380,000). AID 624172. HEK293 GLP-1R CRE-luciferase, luminescence, 4-6 h; cells express a hypersensitive GLP-1R form. P43220; also: potency is read from the fitted curve at half-maximal effect; % of control where 0% means no effect
GLP-1R inv ag: GLP-1 receptor (human) inverse agonism. P43220. HEK293 GLP-1R CRE-luciferase, luminescence, 24 h; GLP-1R form is constitutively active. Potency, µM (series often up to 38.3 µM), without a hit: at the highest dose activity change, negative = inhibition, most hits filed as inhibitors. actives 1.6% (n = 410,000). AID 624417; also: potency is read from the fitted curve at half-maximal effect; % is scaled to controls: 0 for no effect and ±100 for the full control effect; nearly all actives have a fitted effect of over 55% in size
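Assay principle: reduced luminescence from a cAMP-responsive reporter in HEK293 cells co-expressing a constitutively active GLP-1R. Conditions: 24 hr compound incubation, 37 deg C, 5% CO2.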
WRN helicase inh: inhibitors of human WRN helicase | Q14191 | WRN helicase unwinding, fluorescent forked duplex, kinetic | Potency, µM (titrated, usually from 114 µM), for the others: at the top dose activity change, negative = inhibition, most hits filed as inhibitors | actives 0.46% (n = 360,000) | AID 651768; also: potency is read from the fitted curve at half-maximal effect; % is scaled to controls: 0 for no effect and ±100 for the full control effect; nearly all actives have a fitted effect of over 55% in size
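Kinetic red-fluorescence monitoring (525/598 nm) tracks WRN helicase activity after 100 nM fluorophore-quencher forked duplex and 2 mM ATP are added to 20 nM enzyme pretreated 15 min at room temperature with compound.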
HEK293 tox: cytotoxic in the GLP-1 receptor inverse agonist counter-screen. HEK293 cAMP-luciferase reporter cells, luminescence, 24 h. Potency, µM (titrated, usually from 38.3 µM), inactives show top-dose activity change, negative = inhibition, usual class: inhibitors. actives 0.13% (n = 410,000);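 also: loss of luciferase light is scored as toxicity; potency is read from the fitted curve at half-maximal effect; % is scaled to controls: 0 for no effect and ±100 for the full control effect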
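MLSMR compounds, 24 hr on cells at 37 deg C/5% CO2; luminescence after luciferase reagent (12 min RT). Inhibition counted as the undesired cytotoxic outcome.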
D3 ag: agonists of human D3 dopamine receptor | actives 0.58% (n = 410,000) | max activation, % | D3R DiscoveRx beta-arrestin cells, luminescence, 90 min | P35462; in the data active = max activation above about 30%; also: 0% is about no effect; mostly tested at two doses, the higher about 12 µM
Target sequence (P35462 whole entry, looked up): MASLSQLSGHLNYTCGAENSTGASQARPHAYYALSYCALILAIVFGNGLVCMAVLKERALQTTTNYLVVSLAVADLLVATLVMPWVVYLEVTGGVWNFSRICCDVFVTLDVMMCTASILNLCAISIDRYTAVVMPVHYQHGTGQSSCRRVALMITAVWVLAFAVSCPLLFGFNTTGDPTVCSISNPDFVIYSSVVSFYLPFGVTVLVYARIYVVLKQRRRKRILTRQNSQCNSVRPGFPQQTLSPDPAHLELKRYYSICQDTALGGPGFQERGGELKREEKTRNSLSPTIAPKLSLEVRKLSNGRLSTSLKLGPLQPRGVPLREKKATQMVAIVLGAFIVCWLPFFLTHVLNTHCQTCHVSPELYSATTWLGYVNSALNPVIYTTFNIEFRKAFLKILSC
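Agonist mode: compounds and dopamine controls were applied to plated cells for 90 min at 37 degrees C after an overnight attachment at 1500 cells/well. Luminescent read-out followed 30 - 60 minutes at room temperature with DiscoveRx detection reagent.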
D3 antag: blocks the human D3 dopamine receptor | P35462 | D3R cells, DiscoveRx beta-arrestin luminescence, antagonist mode; hits give low values | max response, negative = inhibition, % | actives 2.5% (n = 360,000); in the data active = max response below about -50%; inconclusive = no clear call, values can overlap the other calls; also: % is scaled to controls: 0 for no effect and ±100 for the full control effect; mostly tested at two doses, the higher about 12 µM
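Cells expressing the human receptor were seeded at 1500 cells/well, incubated overnight at 37 degrees C in 5% CO2, then exposed to library compounds with dopamine controls for 90 minutes at 37 degrees C before luminescent detection.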
IL2 activator: activates IL-2 in a cell-based reporter assay | IL-2 activation reporter assay, cell-based qHTS; stimulated with anti-CD3/CD4/CD28 beads; in transgenic mouse T cells | activation, % (series mostly up to about 46 µM) | actives 0.065% (n = 360,000) | AID 652025; in the data active = activation above about 50%; inconclusive = mostly about 30% to 49%; also: 0% is about no effect
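Readout: EGFP and DsRed signals by fluorescent plate cytometry. Unstimulated transgenic mouse T cells received compound 60 min before antibody-bead stimulation, then incubated 18 h at 37 degrees C.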
PI5P4Ka inh: blocks human PI5P4K alpha kinase activity. actives 1.2% (n = 330,000). P48426. max response, %. AID 652105. PI5P4Kalpha enzyme, ADP-Glo luminescence, 60 min; hits give low values; active = max response of -50% or lower; inconclusive = between -30% and -50%; inactive = -30% or higher; also: value at the top dose of about 77 µM; % is scaled to controls: 0 for no effect and ±100 for the full control effect
Target sequence (P48426 whole entry, looked up): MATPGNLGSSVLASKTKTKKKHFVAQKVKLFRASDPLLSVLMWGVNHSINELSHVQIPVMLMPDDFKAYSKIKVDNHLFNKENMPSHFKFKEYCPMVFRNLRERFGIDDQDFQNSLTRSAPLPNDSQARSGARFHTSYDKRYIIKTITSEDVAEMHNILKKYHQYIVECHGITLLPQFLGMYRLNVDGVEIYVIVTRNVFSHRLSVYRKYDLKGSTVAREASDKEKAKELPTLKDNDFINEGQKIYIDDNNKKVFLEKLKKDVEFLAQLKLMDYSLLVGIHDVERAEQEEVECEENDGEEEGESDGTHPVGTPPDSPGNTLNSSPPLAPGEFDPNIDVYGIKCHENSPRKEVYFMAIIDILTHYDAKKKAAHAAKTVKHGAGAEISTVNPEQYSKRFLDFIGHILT
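Quantitative HTS of the MLSMR library against PI5P4Kalpha with substrate. ATP added last at 5 microM final; room temperature, 60 minutes. Remaining ATP depleted, ADP converted and read as luminescence.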
PLK1 PBD inh: PLK1 (human) polo-box domain binding inhibition | actives 2.8% (n = 360,000) | Potency, µM, for the others: max response, negative = inhibition, usual class: inhibitors | AID 720504 | Plk1 PBD binding of FITC phosphopeptide, fluorescence polarization | P53350; also: potency is read from the fitted curve at half-maximal effect; series mostly up to about 57 µM; % is scaled to controls: 0 for no effect and ±100 for the full control effect; nearly all actives have a fitted effect of over 65% in size
Active calls of the source: *; ? = inconclusive; . = not tested or not shown; & = joins results of further samples; [ ] = remark or other dose. Unless noted, calls follow the shape of the dose curve; as a rule, active = well fitted curve in the direction sought with a large enough effect; inconclusive = small, poorly fitted or top-dose-only effect, or another doubt; inactive = no such curve, though single readings can be large; an effect the other way counts as inactive or inconclusive.

Fields: GLP1R ag | GLP-1R inv ag | WRN helicase inh | HEK293 tox | D3 ag | D3 antag | IL2 activator | PI5P4Ka inh | PLK1 PBD inh
1	C[C@H](CO)N1C[C@H](C)[C@@H](CN(C)C(=O)Nc2ccc(C(C)(C)C)cc2)OCc2cnnn2CCCC1=O
    -4% | ? | -15% | 11% | 2 | 9 | 2.7 | 5 | -9%
2	O=C(NCc1ccc(OC(F)(F)F)cc1)c1cccc2c1C(=O)c1ccc(N3CCCC3)cc1S2(=O)=O
    -1% | 12% | -1% | 43%[activator] | -13 | -51* | 0.2 | -3 | 23%
3	Nc1cc(=O)[nH]n1C1CCN(c2ccccc2)CC1
    -10% | 19% | 7% | 2% | -4 | 5 | 0.1 | 1 | -11%
4	CN(CC(=O)Nc1c(Cl)cccc1Cl)C(=O)CCCN1C(=O)c2ccccc2C1=O
    10% | 14% | -11% | 0% | -1 | -8 | -2.0 | . | 2%
5	CCCCN(C)C(=S)Nc1ccsc1C(=O)OC
    -9% | -19% | -2% | 2% | -13 | 12 | 0.1 | 2 | 4%
6	CN(Cc1nc2ccccc2n1C)C(=O)c1ccco1
    -4% | 25% | 14% | 4% | 13 | 4 | -5.6 | 0 | 3%
7	O=C(CSc1nnnn1-c1ccc2c(c1)OCCO2)N1CCN(C(=O)c2ccco2)CC1
    4% | -23% | 0% | -30% | -11 | -14 | -2.5 | -4 | -9%
8	CCCOC(=O)c1ccc(NC(=O)C(CC)CC)cc1
    5% | ? | -6% | 5% | 4 | 16 | -1.2 | -2 | 5%
9	Cn1ncc(Cl)c1C(=O)Nc1nnc(C2CC2)s1
    -5% | 16% | 9% | 1% | 1 | -3 | -0.5 | -6 | -8%
10	O=C(NCC1CCCCC1)c1ccc2nc([C@@H]3O[C@H](CO)[C@H](O)[C@H](O)[C@H]3O)[nH]c2c1
    -2% | 10% | 2% | -9% | 3 | -5 | 0.0 | 7 | 0%
11	Cc1ccc(CSc2ncnc3c2cnn3Cc2ccccc2)cc1C
    -10% | 0% | -15% | -10% | 1 | 11 | 2.2 | -1 | -11%
12	CCc1nc(SCC(=O)NNC(=O)c2ccc(OC)cc2)c2ccccc2n1
    0% | -17% | -10% | -23% | 4 | 8 | -0.7 | -19 | ?
13	Cc1cccc(CCNC(=O)CCS(=O)(=O)c2cc3c(cc2Cl)NC(=O)CO3)c1
    -3%&0% | -3%&7% | 4% | -1%&4% | 3&-2 | -2 | 0.4 | 1 | ?
14	CC(C)c1ccc(NC(=O)NCc2ccc3c(c2)OCO3)cc1
    7% | ? | 2% | -8% | -3 | 7 | -2.3 | 6 | -1%
15	O=C(NC(c1ccccc1)c1cnccn1)C1CCN(Cc2ccc(Cl)c(Cl)c2)CC1 (configuration not stated)
    0% | -15% | -3% | -6% | -20 | ? | 0.0 | 3 | -16%
16	Nc1c(N(CCCO)C(=O)C2CCCC2)c(=O)[nH]c(=O)n1Cc1ccccc1
    0% | 2% | 5% | 3% | -14 | 6 | 0.5 | 3 | 5%
17	CCOC(=O)C1(CCCc2ccccc2)CCN(C(=O)C2CCCN(C(N)=O)C2)CC1 (configuration not stated)
    13% | -6% | -1% | -2% | 3 | 5 | -2.9 | 5 | -2%
18	Cc1cc(O)c(Sc2ccccc2)c(=O)o1
    -1% | 18% | -4% | 12% | -2 | 4 | 0.0 | 6 | ?
19	Cc1ccsc1C(=O)N1CCN(C(=O)c2ccco2)CC1
    -1% | 6% | 9% | 6% | -4 | -14 | 1.6 | -26 | -4%
20	CC1(C)NC(=O)N(CC(=O)OCC(=O)N2CCN(S(=O)(=O)c3ccccc3)CC2)C1=O
    -7% | 3% | 3% | 6% | 10 | 10 | -2.5 | -3 | -5%

A second format for 7 compounds above.
1	C[C@H](CO)N1C[C@H](C)[C@@H](CN(C)C(=O)Nc2ccc(C(C)(C)C)cc2)OCc2cnnn2CCCC1=O
2	O=C(NCc1ccc(OC(F)(F)F)cc1)c1cccc2c1C(=O)c1ccc(N3CCCC3)cc1S2(=O)=O
3	Nc1cc(=O)[nH]n1C1CCN(c2ccccc2)CC1
4	CN(CC(=O)Nc1c(Cl)cccc1Cl)C(=O)CCCN1C(=O)c2ccccc2C1=O
5	CCCCN(C)C(=S)Nc1ccsc1C(=O)OC
6	CN(Cc1nc2ccccc2n1C)C(=O)c1ccco1
7	O=C(CSc1nnnn1-c1ccc2c(c1)OCCO2)N1CCN(C(=O)c2ccco2)CC1
compound no.	1	2	3	4	5	6	7
GLP1R ag	-4%	-1%	-10%	10%	-9%	-4%	4%
GLP-1R inv ag	?	12%	19%	14%	-19%	25%	-23%
WRN helicase inh	-15%	-1%	7%	-11%	-2%	14%	0%
HEK293 tox	11%	43%[activator]	2%	0%	2%	4%	-30%
D3 ag	2	-13	-4	-1	-13	13	-11
D3 antag	9	-51*	5	-8	12	4	-14
IL2 activator	2.7	0.2	0.1	-2.0	0.1	-5.6	-2.5
PI5P4Ka inh	5	-3	1	.	2	0	-4
PLK1 PBD inh	-9%	23%	-11%	2%	4%	3%	-9%

More entries
Fields: GLP1R ag | GLP-1R inv ag | WRN helicase inh | HEK293 tox | D3 ag | D3 antag | IL2 activator | PI5P4Ka inh | PLK1 PBD inh
21	CCOc1ccc(Nc2sc(C(=O)c3ccc(F)cc3)c(N)c2S(=O)(=O)c2ccc(C)cc2)cc1
    -2% | 8% | . | 5% | -5 | . | . | . | .
22	O=C(c1cccc(S(=O)(=O)N2CCOCC2)c1)N1CCN(S(=O)(=O)c2cccs2)CC1
    5% | -10% | 1% | -3% | -1 | -7 | 1.1 | 4 | 2%
23	CC(C)C(NC(=O)c1ccc(C(C)(C)C)cc1)C(=O)OCC(=O)NC(=O)Cc1ccccc1 (configuration not stated)
    5% | 1% | 1% | -1% | -1 | -6 | -2.7 | 0 | 3%
24	Cc1cc(OCc2cc(C(=O)N(C)CC3CCOCC3)no2)cc(C)c1Cl
    12% | ? | 4% | -6% | 0 | 0 | -1.8 | -7 | 27µM*
25	CCOc1ccc(C2Nc3ccccc3C(CC)(CC)O2)cc1 (configuration not stated)
    -5% | 2% | 5% | 7% | 18 | 3 | 1.4 | -5 | 1%
26	C=CCc1cc(OC)ccc1OCCOCCC(C(=O)OCC)C(=O)OCC
    0% | 4% | -8% | 6% | 7 | 2 | -3.4 | 3 | 2%
27	Cn1nccc1C(=O)N/N=C/c1c(O)ccc2ccccc12
    6% | -15% | -9% | 75%[activator] | 16 | 8 | -3.3 | 4 | 12%
28	COC(=O)c1ccc2nc(NC(=O)C3CCCCC3)sc2c1
    -5% | 17% | -1% | 2% | 9 | 0 | -1.5 | 0 | -4%
29	Cc1ccc(-c2cc(C(=O)Nc3c(C)n(C)n(-c4ccccc4)c3=O)c3ccccc3n2)cc1
    3% | 4% | -24% | -3% | 0 | 25 | 0.6 | -2 | -4%
30	CC1(C)CC(=O)C(C(c2ccc(F)cc2)C2C(=O)CC(C)(C)CC2=O)C(=O)C1
    3% | 7% | -6% | -3% | -4 | 4 | -2.4 | 7 | -27%
31	Cc1ccc(CNC(=O)Cn2cccc2)cc1
    -4% | 3% | 5% | 13% | -9 | 1 | -0.7 | -5 | -14%
32	COc1ccc(-n2c(C)cc(C(=O)CSc3ccc(NC(C)=O)cc3)c2C)cc1
    10% | ? | -13% | 14% | 3 | 34 | -2.2 | 2 | ?
33	Cc1ccc(-c2cc(N)nc(-c3ccccc3)c2)cc1
    20% | ? | -16% | 0% | -5 | -11 | -1.8 | 16 | -3%
34	C[C@@H](C(=O)NNC(=O)c1ccc(Cl)cc1)N1C(=O)C2CC=CCC2C1=O (some centres not stated)
    9% | 5% | 3% | 15% | -2 | -6 | -0.3 | 0 | -12%
35	COC(=O)CCCn1cc(CN2CC(N(C)C)CS2(=O)=O)nn1 (configuration not stated)
    0% | 4% | 6% | 5% | 1 | 16 | 0.9 | -1 | 1%
36	O=C(NCC12CC3CC(CC(C3)C1)C2)c1nc2ncccn2n1
    -7% | -5% | -8% | 4% | -4 | 14 | -1.3 | 0 | -7%
37	O=c1c2cc(NC(=S)NC3CCN(Cc4ccccc4)CC3)ccc2nc2n1CCCCC2
    10% | ? | 4%[57.1 µM] | -29% | -15 | 19 | -1.3 | -1 | -6%
38	COc1ccccc1-n1c(SCC(=O)Nc2cccc(C(=O)O)c2)nnc1-c1ccccc1C
    6% | 20% | -7% | -14% | -5 | -23 | -0.1 | -3 | -8%
39	Cc1ccccc1Cn1c(-c2cncs2)nc2ccccc21
    8% | ? | -6%[57.1 µM] | -8% | -4 | 10 | -1.0 | 15 | -5%
40	Cc1ccc(N2C(=O)CC(Cc3cc(C)cc(C)c3)C2=O)cc1 (configuration not stated)
    0% | ? | -7% | -1% | -7 | 0 | -2.6 | -7 | -4%

Following part
Fields: GLP1R ag | GLP-1R inv ag | WRN helicase inh | HEK293 tox | D3 ag | D3 antag | IL2 activator | PI5P4Ka inh | PLK1 PBD inh
41	COc1ccc(CN2CCN(Cc3c[nH]c4ccccc34)CC2CCO)c(F)c1 (configuration not stated)
    -2% | ? | 1% | 5% | -11 | 0 | 0.5 | -4 | -9%
42	O=C(Oc1ccc2ccc(OC(=O)N3CCCCCC3)cc2c1)N1CCCCCC1
    1% | -20% | -14% | -5% | -4 | ? | -1.9 | 1 | 8%
43	COc1ccccc1NC(=O)c1ccc(Cl)c(S(=O)(=O)NCc2ccco2)c1
    3% | 13% | -10% | 1% | 2 | -3 | -0.5 | 6 | -5%
44	O=C(CSc1nnc(NC2CCCCC2)s1)Nc1ccc2c(c1)C(=O)c1ccccc1C2=O
    12% | 26% | -13% | 4% | 2 | 45 | -0.6 | ? | -24%
45	O=S(=O)(c1ccc2c(c1)CCCC2)N1CCNCC1
    20% | -25% | 5% | 4% | -4 | -8 | -0.1 | -1 | -3%
46	CCOC(=O)N1CCN(C(=O)c2ccc([N+](=O)[O-])cc2Cl)CC1
    -1% | 15% | -7% | 7% | 3 | 18 | 1.6 | -12 | 24µM*
47	N#CCSc1nnc(-c2cccnc2)n1-c1ccccc1
    1% | 2% | 8% | 13% | 0 | 1 | 4.0 | -8 | -3%
